Assay outcomes (PubChem)
FBA Mtb inh: Mtb FBA enzyme inhibitors, primary screen, biochemical, fluorescence, strain H37Rv | Fructose-bisphosphate aldolase (Mycobacterium tuberculosis (strain ATCC 25618 / H37Rv)), … | AID 588726, 2011 | purified M. tuberculosis FBA, fluorescence read-out | inhibition, % at 1 µM | actives 2.3% (n = 360,000); in the data active = inhibition above about 27%;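 note: 0% = vehicle and 100% = reference inhibitor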
Target sequence (P9WQA3 whole entry, looked up): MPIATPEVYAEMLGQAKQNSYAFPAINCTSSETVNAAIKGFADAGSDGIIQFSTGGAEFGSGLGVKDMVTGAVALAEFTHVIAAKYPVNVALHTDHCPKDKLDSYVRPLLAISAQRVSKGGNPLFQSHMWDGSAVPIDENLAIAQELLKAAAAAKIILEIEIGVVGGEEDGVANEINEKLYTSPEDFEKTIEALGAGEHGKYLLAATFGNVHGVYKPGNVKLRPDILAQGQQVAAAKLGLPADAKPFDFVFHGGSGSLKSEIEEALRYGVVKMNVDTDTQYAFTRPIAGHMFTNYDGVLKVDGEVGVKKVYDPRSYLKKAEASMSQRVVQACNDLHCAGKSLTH
GDH-TPI counter: GDH-TPI coupling enzyme inhibitors, primary screen, artefact control for M. tuberculosis FBA inhibitor project, biochemical, absorbance, full deck. inhibition, % at 4.8 µM. GDH-TPI coupled enzyme counterscreen, NADH absorbance. actives 1.2% (n = 360,000);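 note: 0% = DMSO wells and 100% = wells lacking the enzyme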
PrPC TRFRET: inhibitors of human cell surface prion protein PrPC, primary screen, cell-based, TR-FRET; TR-FRET read-out; actives 0.43% (n = 370,000); AID 720596, 2013; Major prion protein (Homo sapiens), P04156; inhibition, % at 13.8 µM; in the data active = inhibition above about 24%; note: 0% = median of the test wells and 100% = reference compound wells
BoNT-F LC inh: BoNT/F light chain protease inhibitors, primary screen, biochemical, flow cytometry, MLPCN library; Botulinum neurotoxin type F light chain protease (Clostridium botulinum); Multiplex microsphere protease cleavage assay; inhibition, % at 10 µM; actives 0.22% (n = 360,000); in the data active = inhibition above about 35%, passing the limit was not always enough; inconclusive = no clear call, values can overlap the other calls; note: plate controls were buffer without enzyme for full effect and enzyme alone for no effect
BioA inh: M. tuberculosis BioA enzyme inhibitors, primary screen, biochemical, plate reader, single point, HTS | purified M. tuberculosis BioA enzyme | inhibition, % at 9.99 µM | 7,8-diaminopelargonic acid synthase BioA (Mycobacterium tuberculosis) | AID 602481, 2012 | actives 0.096% (n = 360,000); in the data active = inhibition above about 40%; inconclusive = no clear call, values can overlap the other calls
FadD28 binding: inhibitors of FadD28 bisubstrate probe binding, primary screen, biochemical, fluorescence polarization, single point. Mycobacterium tuberculosis FadD28 fatty-acid-AMP ligase. AID 588549, 2011. actives 0.22% (n = 360,000). inhibition, % at 12.5 µM; in the data active = inhibition above about 8.5%, passing the limit was not always enough; inconclusive = no clear call, values can overlap the other calls
CCHF vOTU inh: CCHFV vOTU protease inhibitors, primary screen, biochemical, Pep-AMC substrate, fluorescence. Crimean-Congo hemorrhagic fever virus L polyprotein viral ovarian tumor (vOTU) protease …. inhibition, % at 11.5 µM. actives 0.55% (n = 370,000); note: 0% = vehicle wells with enzyme and 100% = no enzyme wells
BoNT-A LC inh2: BoNT/A light chain protease inhibitors, primary screen, biochemical, flow cytometry, MLPCN library; Botulinum neurotoxin type A light chain protease (Clostridium botulinum A str. ATCC 3502); multiplex microsphere protease substrate cleavage; inhibition, % at 10 µM; actives 0.17% (n = 360,000); AID 588499, 2011; in the data active = inhibition above about 30%; inconclusive = no clear call, values can overlap the other calls; note: plate controls were buffer without enzyme for full effect and enzyme alone for no effect
Mtb UGM inh: M. tuberculosis UGM enzyme inhibitors, primary screen, biochemical, fluorescence polarization, single point. purified UGM, fluorescence polarization probe displacement. actives 0.06% (n = 320,000). AID 504406, 2011. inhibition, % at 10 µM; in the data active = inhibition above about 10%, passing the limit was not always enough; inconclusive = no clear call, values can overlap the other calls
Target sequence (P9WIQ1 whole entry, looked up): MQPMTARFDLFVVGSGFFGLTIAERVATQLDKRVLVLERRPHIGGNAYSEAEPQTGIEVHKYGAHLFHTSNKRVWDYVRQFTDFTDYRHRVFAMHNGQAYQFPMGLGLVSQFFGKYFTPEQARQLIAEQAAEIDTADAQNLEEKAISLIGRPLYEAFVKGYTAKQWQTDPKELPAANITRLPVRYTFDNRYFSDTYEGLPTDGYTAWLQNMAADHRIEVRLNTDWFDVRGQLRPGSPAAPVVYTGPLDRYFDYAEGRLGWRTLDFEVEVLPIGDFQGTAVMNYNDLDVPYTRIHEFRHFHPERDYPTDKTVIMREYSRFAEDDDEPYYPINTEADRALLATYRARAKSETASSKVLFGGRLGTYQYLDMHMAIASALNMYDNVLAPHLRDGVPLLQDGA
Active calls of the source: *; u = inconclusive; x = no result given; + = active, no number. Cut-off read from the data, not from the text of the source, unless noted: active = inhibition above about 30%; inactive = the rest.

SMILES	FBA Mtb inh	GDH-TPI counter	PrPC TRFRET	BoNT-F LC inh	BioA inh	FadD28 binding	CCHF vOTU inh	BoNT-A LC inh2	Mtb UGM inh
Cc1ccc(N=C2NC(=O)/C(=C/c3cccn3C)S2)cc1C	-4	-2	-3	-1	-1.5	-1.9	-2	-0.4	3.2
CN(C)CCn1c(=O)n(Cc2ccco2)c(=O)c2c3c(sc21)CCCCC3	-4	-7	1	-5	1.1	-2.6	11	-1.5	0.0
CCN(CC(=O)Nc1c(F)cccc1F)C(=O)c1ccc(S(=O)(=O)N2CCCCC2)cc1	-1	2	-5	u	x	-2.5	4	-1.0	5.3
O=C(Cn1cc(C(F)(F)F)ccc1=O)Nc1cccc(S(=O)(=O)N2CCOCC2)c1	-1	6	-5	3	-0.6	-1.3	-5	0.2	0.8
O=C(Nc1nccs1)C1CCCN1/C=C/C(=O)C(F)(F)F (configuration not stated)	2	35*	7	2	-2.1	-1.0	3	0.0	6.0
C[C@H](O)[C@@H]1CN2CCc3c([nH]c4ccccc34)[C@@H]2C[C@@H]1N(C)C(=O)NC1CCCCC1	0	3	-13	0	x	-0.8	0	1.2	x
O=C(CN1C(=O)NC2(CCc3ccccc32)C1=O)Nc1ccc(Cl)cc1F (configuration not stated)	-6	16	-3	-11	1.8	-3.9	-2	-0.5	x
C=CCn1c(CC#N)nnc1N1CCOCC1	0	12	-2	-11	x	-2.5	11	-0.8	-0.6
COc1ccc(NC(=O)c2cn(CCC#N)nc2-c2cccc(Br)c2)cc1	-1	0	-1	-1	-1.6	-3.3	12	3.1	0.8
C/C(=N/NC(=O)c1ccncc1)c1cc2ccc(O)cc2oc1=O	+	10	-2	-11	x	2.2	-298	-0.6	42*
COc1ccc(Cc2nc3ccc(C(=O)NCc4cc(C)no4)cc3o2)cc1	-1	3	8	0	-0.1	-1.2	-6	1.4	-0.4
CCCCn1c(N)c(N(CCC(C)C)C(=O)CC2CCCC2)c(=O)[nH]c1=O	0	-1	8	8	x	-0.3	-2	-1.8	-3.2
O=C(CN1CCCc2ccccc21)Nc1cccc(S(=O)(=O)N2CCOCC2)c1	0	2	-20	15	-0.7	-3.0	9	-21	x
CCn1c(=O)c(-c2cc(=O)[nH][nH]2)c(O)c2ccccc21	-1	5	-5	-3	-0.8	-1.6	8	-0.5	1.5
Cc1ccc(S(=O)(=O)N(C)CC(=O)OCC(=O)N2CC(=O)Nc3ccccc32)cc1	1	1	5	-1	x	-0.3	-11	-0.1	3.1
Cc1nn(CC#N)c(=O)n1-c1ccc(F)cc1	-2	-7	5	5	0.5	-2.1	2	0.4	-1.0
O=C(NCc1ccccc1Cl)c1cnc2n(c1=O)CCS2	2	-12	4	-1	0.0	-3.6	11	0.2	-0.3
Cc1cc(OCc2cc(C(=O)N(C)CCCN3CCOCC3)no2)cc(C)c1Cl	2	-4	1	4	2.5	-1.6	-3	-0.8	-0.9
Cc1onc(-c2ccccc2Cl)c1C(=O)OCC(=O)c1ccc[nH]1	0	4	-18	-6	1.9	-3.1	3	1.1	-1.1
CN(C)CCCN(Cc1ccccc1)C(=S)Nc1ccc(F)c(Cl)c1	-1	1	-6	-4	-1.3	-4.0	-9	-0.3	2.6
CC(OC(=O)CN1C(=O)COc2ccccc21)C(=O)NCc1ccc(F)cc1 (configuration not stated)	2	-5	-6	-2	-3.4	0.5	13	-0.6	-1.0
COc1cc(C2NC(=O)NC(C)=C2C(C)=O)ccc1O (configuration not stated)	1	9	9	1	0.0	-3.8	12	0.8	-2.3
COc1ccccc1NC(=S)N(Cc1ccc(C)cc1)Cc1ccccn1	-2	-10	9	6	1.2	-4.4	-9	0.6	2.3
O=C(Nc1ccc(-n2cc(Br)cn2)cc1)c1ccncc1	-2	6	-1	x	-1.2	-0.9	1	x	-2.2
CC(C)C(O)(CC#CCN1CCCC1)c1ccccc1 (configuration not stated)	3	-4	-6	0	x	-4.1	-8	-1.1	-0.4

Grouped by structure: those above containing a CF3 group (2)
SMILES	FBA Mtb inh	GDH-TPI counter	PrPC TRFRET	BoNT-F LC inh	BioA inh	FadD28 binding	CCHF vOTU inh	BoNT-A LC inh2	Mtb UGM inh
O=C(Cn1cc(C(F)(F)F)ccc1=O)Nc1cccc(S(=O)(=O)N2CCOCC2)c1	-1	6	-5	3	-0.6	-1.3	-5	0.2	0.8
O=C(Nc1nccs1)C1CCCN1/C=C/C(=O)C(F)(F)F (configuration not stated)	2	35*	7	2	-2.1	-1.0	3	0.0	6.0

(cont.)
SMILES	FBA Mtb inh	GDH-TPI counter	PrPC TRFRET	BoNT-F LC inh	BioA inh	FadD28 binding	CCHF vOTU inh	BoNT-A LC inh2	Mtb UGM inh
COc1ccc(N(CC(=O)NCc2ccc(Cl)cc2)S(=O)(=O)c2c(C)n[nH]c2C)cc1	0	3	-3	-1	0.1	-4.8	18	0.3	-2.7
CN(CC(=O)Nc1cccc2ccccc12)C(=O)/C=C/c1cccs1	0	15	-7	-4	x	-0.5	1	-0.4	-0.9
O=C1CCC(Cc2ccccc2)N1 (configuration not stated)	0	13	-3	-9	1.2	-0.4	3	-1.1	1.4
CCN(CC)c1ccc(NC(=O)C2CCCC2)cc1	3	-8	-1	-146	1.2	1.6	7	5.4	-0.1
COc1cccc(OC)c1OCCCOc1cccc2cccnc12	3	5	-7	-2	-0.3	0.0	-12	0.2	-1.3
COc1ccc(C=Nc2cccc3ncccc23)cc1	0	0	-3	2	-0.3	-3.0	-9	0.0	0.8
COc1cccc(N2CCN(C(=O)c3cccc(NC(=O)C4=C(C)OCCS4)c3)CC2)c1	-1	7	-5	3	-0.7	-0.6	10	-0.2	x
Clc1ccc2nc(CSc3nnc4ccccn34)cn2c1	2	3	2	15	x	-1.0	7	12	-0.3
O=S1(=O)CC(N2CC=CC2)CN1Cc1ccccc1 (configuration not stated)	3	x	-5	-14	-0.2	-1.0	27	-1.3	x
O=C(Nc1ccc(Oc2ccccc2)nc1)C1CCN(Cc2cccc(F)c2)CC1	-1	0	-9	-10	2.3	-5.0	-16	0.3	-0.2
COc1ccc(-n2nc3c(N4CCC(C(=O)NCc5ccco5)CC4)nnc(C)c3c2C)cc1	1	13	x	2	11	-0.4	x	2.0	-0.1
CC(=O)Nc1cccc(NC(=O)c2ccc3c(c2)CCN3S(C)(=O)=O)c1	2	-1	-2	-10	1.0	-2.2	-1	-0.7	2.7
COc1cc2c(C(=O)NCCCN3CCN(c4cccc(Cl)c4)CC3)cn(C)c(=O)c2cc1OC	3	1	-7	1	-1.2	-3.8	-2	0.2	-2.6
CC(C)CN(C(=O)CSc1nnc2ccccn12)c1c(N)n(CC(C)C)c(=O)[nH]c1=O	2	5	1	-6	-0.5	-0.1	-8	-0.9	-0.8
CCSc1nnc(NC(=O)COc2ccccc2)s1	1	6	4	-5	-0.9	1.6	6	0.2	0.5
COc1ccc(C2CC(c3ccccc3)=NN2C(=O)COC(=O)CNC(=O)c2ccccc2)cc1 (configuration not stated)	-2	-4	-1	-4	-0.8	-3.7	-11	0.3	-1.1
COc1ccc(CNC(=O)CN(c2cccc(OC)c2)S(C)(=O)=O)cc1	2	6	-3	-4	-0.8	-0.2	-12	-1.9	-2.7
C[C@]12CCC(=O)C=C1C=CC1C2CC[C@]2(C)C(=O)CCC12 (some centres not stated)	1	7	-22	-9	6.4	x	9	-0.1	0.9
Cc1ccc(S(=O)(=O)NN2C(=O)/C(=C/c3ccccn3)SC2=S)cc1	-1	13	3	3	x	-0.2	15	1.2	7.0
CNC(=O)c1cc(S(=O)(=O)NCc2ccncc2)ccc1OC	2	-11	6	1	-0.3	-3.1	-6	2.3	-0.8
O=C(NC1CCCN(CCc2ccccc2)C1)C1CCCC1 (configuration not stated)	0	4	1	x	0.2	0.3	8	x	-0.5
Cc1onc(-c2ccccc2)c1C(=O)NCc1ccco1	1	16	-3	-5	-0.6	0.3	-14	0.0	0.3
N#Cc1cc2c(nc1SCc1ccccc1)CCCCC2	-1	-5	-3	-14	-1.9	-9.7	13	0.1	0.9
Cc1cc(CNC(=O)COc2ccc(F)cc2F)c2ccccc2n1	1	-4	3	-3	x	-1.8	-10	-0.3	-0.5
CCc1nc2ccc(C(=O)N(C)Cc3ccccc3)cn2c1N(CC)Cc1cccc(Br)c1	-1	7	9	-2	-0.6	-5.6	15	-0.2	x

Some entries already given, reduced to FBA Mtb inh:
| canonical_smiles | FBA Mtb inh |
| --- | --- |
| COc1ccc(C2CC(c3ccccc3)=NN2C(=O)COC(=O)CNC(=O)c2ccccc2)cc1 (configuration not stated) | -2 |
| COc1ccc(CNC(=O)CN(c2cccc(OC)c2)S(C)(=O)=O)cc1 | 2 |
| C[C@]12CCC(=O)C=C1C=CC1C2CC[C@]2(C)C(=O)CCC12 (some centres not stated) | 1 |

Further structures follow:
SMILES	FBA Mtb inh	GDH-TPI counter	PrPC TRFRET	BoNT-F LC inh	BioA inh	FadD28 binding	CCHF vOTU inh	BoNT-A LC inh2	Mtb UGM inh
COC1OC(CO)C(N=C(C)C)C1O (configuration not stated)	9	11	-6	5	-0.7	-1.3	17	-0.2	x
NNC(=O)CS(=O)(=O)CS(=O)(=O)CC(=O)NN	0	-3	-3	-6	x	-1.0	-9	-0.3	-0.3
O=C(Cn1nnc(-c2cc(C(F)(F)F)cc(C(F)(F)F)c2)n1)NNC(=S)Nc1ccc(Cl)cc1	1	-7	3	u	x	-2.7	14	u	0.4
O=C(COC(=O)COc1ccccc1F)NC1CC1	1	1	-1	-1	-0.6	0.0	5	0.7	2.8
c1ccc2cc(CN3CCOCC3)ccc2c1	1	-2	1	-13	0.5	-2.4	-6	-1.3	-4.5
CN(C)CCCNc1nc2cc(-c3ccsc3)sc2c(=O)n1C	5	18	-13	-6	2.2	-4.3	11	0.0	x
O=C1Nc2ccc(F)cc2C12OCCO2	4	5	4	0	0.0	-1.0	-6	1.0	2.4
COC(=O)c1cccnc1-n1c(=O)c2cccnc2n(Cc2cccc(C(F)(F)F)c2)c1=O	0	5	4	2	x	-1.6	25	0.4	-0.6
Cc1onc(-c2ccccc2Cl)c1C(=O)Nc1ncn[nH]1	-1	4	6	2	1.5	-1.4	-12	-0.1	0.5
CCn1cc(C(=O)NCCCN2CCN(C)CC2)c(=O)c2cc(S(=O)(=O)N3CCc4ccccc4C3)ccc21	-3	-3	3	1	x	-2.8	-13	0.3	-0.2
COC(=O)C1CCN(C(=O)Cc2ccccc2OC)CC1	4	-4	10	5	x	-1.2	15	0.7	0.1
S=C1N(c2ccccc2)C(c2ccccc2)N2CCCN12 (configuration not stated)	-9	-6	0	-18	-4.1	-1.9	5	-0.6	1.4
CS(=O)(=O)Nc1ccc(C(=O)NCCc2ccccc2)cc1	0	5	-6	x	-4.8	-1.1	-8	x	2.5
COc1ccc(C2SCC(=O)Nc3c2c(C)nn3-c2ccccc2)cc1 (configuration not stated)	6	2	6	-10	-3.3	-0.6	11	-0.9	-1.0
CCOC(=O)CCNC(=O)CCc1nnc(CCCc2ccccc2)o1	0	-1	-5	7	-1.5	-0.6	-5	-1.5	-2.2
COCC(=O)n1nc(-c2ccc(Cl)cc2)nc1NCc1ccc(F)cc1	3	20	4	-3	-1.2	-2.1	-1	0.3	2.0
O=S1c2ccccc2Sc2ccccc21	5	11	-7	6	0.3	1.9	5	-0.4	x
Cc1noc(C)c1C(=O)OC(C)C(=O)c1ccc(C(C)(C)C)cc1 (configuration not stated)	1	-4	3	7	-1.2	-2.8	-7	0.1	x
CSCCC(NC(N)=O)C(=O)NCC1CCCCC1 (configuration not stated)	6	-14	0	14	-1.4	-4.8	6	0.3	2.9
O=C(Nc1ccc([N+](=O)[O-])cc1)/C(=C/c1cccc([N+](=O)[O-])c1)NC(=O)C1CCCCC1	-3	7	-3	0	-1.3	-3.9	3	0.1	-1.3
